ERK EGF block = blocks ERK signaling stimulated by EGF; HEK293-V1b, EGF-stimulated phospho-ERK AlphaScreen; Potency, µM (highest dose often 11.5 µM), inactives show top-dose activity change, negative = inhibition, usual class: inhibitors; actives 0.41% (n = 130,000); AID 1454; active = well fitted inhibition curve with a large enough effect; inconclusive = small, poorly fitted or top-dose-only effect, or effect the other way;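 note: plate controls were stimulated vehicle wells for no effect and unstimulated vehicle basal for full effect; nearly all actives have a fitted effect of over 55% in size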
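Stably V1b-transfected HEK293 cells; 30 min compound, then EGF 25 nM final for 5 min at 37C; 10 min lysis; phospho-ERK by AlphaScreen after 5 hr beads at room temperature.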
Active calls of the source: *; u = inconclusive; [ ] = another dose, or the depositor's remark. Potency is the fitted concentration of half-maximal effect.

ERK EGF block | SMILES
-9.2%[57.5 µM] | C=C(C)CSc1nnc(CCCCCNC(=O)OC(C)(C)C)o1
-5.5% | COc1ccc(NC(=O)CSc2cc(C)ccc2C)cn1
2.5% | CCC(=O)Nc1ccc(N2CCN(S(C)(=O)=O)CC2)cc1
-3.8% | COc1cccc(NC(=S)NNC(=O)Cn2nc([N+](=O)[O-])cc2C)c1
-7.6% | CC(=O)NNC(=O)c1cc2c3ccccc3n(C)c2s1
8.8% | CC(=O)NC(CC(=O)c1ccc([N+](=O)[O-])cc1)C(Cl)(Cl)Cl (stereo unspecified)
12.1% | CN(CCc1ccccn1)C(=O)CC1C(=O)NCCN1Cc1ccccc1C(F)(F)F (stereo unspecified)
2.6% | COc1cc(CN2CC(=O)N(c3ccc(C)c(C)c3)C2=S)cc(OC)c1OC
-4.1% | CN(C)/C=C/C(=O)c1cnc(-c2cccc(Cl)c2)s1
9.4%[57.5 µM] | Nn1c(SCc2cccc(F)c2)nnc1-c1cccnc1

Fetched one by one from the entries so far (five):
ERK EGF block | SMILES
2.6% | COc1cc(CN2CC(=O)N(c3ccc(C)c(C)c3)C2=S)cc(OC)c1OC
12.1% | CN(CCc1ccccn1)C(=O)CC1C(=O)NCCN1Cc1ccccc1C(F)(F)F (stereo unspecified)
-9.2%[57.5 µM] | C=C(C)CSc1nnc(CCCCCNC(=O)OC(C)(C)C)o1
-3.8% | COc1cccc(NC(=S)NNC(=O)Cn2nc([N+](=O)[O-])cc2C)c1
2.5% | CCC(=O)Nc1ccc(N2CCN(S(C)(=O)=O)CC2)cc1

Next part
ERK EGF block | SMILES
-2.5% | Clc1ccc(OCc2nc(-c3ccncc3)no2)c(Br)c1
3.0%[57.5 µM] | COc1cc(NC(=O)c2ccno2)cc(C(=O)Nc2cccc(C(F)(F)F)c2)c1
-4.8% | O=[N+]([O-])c1cccc(/C=N\N2CCN(Cc3ccccc3Cl)CC2)c1
-4.8%[57.5 µM] | COc1ccnc(Oc2ccccc2)c1C(N)=O
1.7% | COC(=O)c1ccc(OCC(O)CN2C(=O)c3ccccc3S2(=O)=O)cc1 (stereo unspecified)
2.9% | O=C(COC(=O)/C=C/c1cccs1)NC(c1ccccc1)c1ccccc1
0.9% | COc1ccc(Nc2ncnc3ccc([N+](=O)[O-])cc23)c(OC)c1
3.6% | CCCOc1ccc(C2NC(=S)NC(c3ccccc3)=C2C(=O)Nc2ccc(C)cc2)cc1OC (stereo unspecified)
29.7%[57.5 µM] | Cc1cc(C)c(C(=O)Cn2nc(C(=O)O)c3ccccc3c2=O)cc1C
7.9%[57.5 µM] | Cc1ccc(N2C(=O)CC(Nc3cccc4ccccc34)C2=O)cc1 (stereo unspecified)
-16.5%[57.5 µM] | Cc1ccccc1NC(=O)CSc1ccncc1
-12.8% | O=C(O)CC1=C(c2ccc(F)cc2)CCC1=O
0.7% | c1ccc(CCC2CCCCN2Cc2nc(C3CC3)no2)cc1 (stereo unspecified)
16.4% | C=CCN1CCc2cc(O)c(O)cc2C(c2ccccc2)C1 (stereo unspecified)
9.9% | CCCCn1nc(C(=O)Oc2ccc3c(C)cc(=O)oc3c2)c2ccccc2c1=O
-2.9% | Nc1cc(-c2cccc(F)c2)nn1S(=O)(=O)c1cccc2nsnc12
2.0% | CCCn1c(-c2ccc(F)cc2)nc2c(NCCCN(CCO)CCO)nc(C)nc21
6.5% | CC1=C(C(=O)OCC(C)C)C2(O)C(=O)c3ccccc3C2(O)N1 (stereo unspecified)
-3.7% | Cc1cc(NC(=O)c2ccc([N+](=O)[O-])cc2Cl)ccc1NC(=O)c1ccco1
6.6% | CCOC(=O)c1ccc(NC(=S)N(CCCN2CCCC(C)C2)Cc2ccco2)cc1 (stereo unspecified)

A stretch of the results above:
ERK EGF block | SMILES
2.0% | CCCn1c(-c2ccc(F)cc2)nc2c(NCCCN(CCO)CCO)nc(C)nc21
6.5% | CC1=C(C(=O)OCC(C)C)C2(O)C(=O)c3ccccc3C2(O)N1 (stereo unspecified)
-3.7% | Cc1cc(NC(=O)c2ccc([N+](=O)[O-])cc2Cl)ccc1NC(=O)c1ccco1

New compounds follow.
ERK EGF block | SMILES
-0.1% | CCn1c(O)c(N=NC(=O)C2C(=O)NCC2c2ccccc2)c2ccccc21 (stereo unspecified)
-5.8%[57.5 µM] | CCCOc1ccc(-c2c(C(=O)N/N=C/c3ccc(C)cc3)nnn2-c2nonc2N)cc1
3.4% | COc1ccc(C)cc1NS(=O)(=O)c1cn(C)nc1C
-5.3% | Cc1ccccc1NC(=S)N(CCc1c(C)[nH]c2ccc(F)cc12)Cc1cccnc1
-2.8% | COC(=O)NNC(=S)Nc1ccc(Br)cc1
8.5% | CC(C)(C)NC[C@@H](O)COc1nsnc1N1CCOCC1
3.9%[57.5 µM] | Nc1n[nH]c2cccc(Cl)c12
-3.5% | Cc1cc(C(=O)NC2CCCCC2)c(C)n1-c1ccc(F)cc1
-3.0%[57.5 µM] | COc1ccccc1/C=C\C(=O)NCC(=O)N/N=C/c1ccc(O)cc1O
4.2% | COc1ccc(CNC(=O)CC2C(=O)NCCN2CC(C)(C)C)c(OC)c1 (stereo unspecified)
-4.5% | Cc1ccc(S(=O)(=O)CCNC(=O)Cc2ccccc2)cc1
2.3% | O=C(NCCOc1ccccc1F)c1ccccc1SCc1ccc(F)cc1
1.0% | C=CCOc1ccccc1CNc1ccccc1C
2.3% | COc1ccc(NC(=S)NC2CCCCCC2)c(OC)c1
0.8% | O=C(COC(=O)/C=C/c1ccc([N+](=O)[O-])cc1)NCc1ccccc1
13.2% | NC(N)=NS(=O)(=O)c1ccc(NC(=S)NC(=O)/C=C/c2cccs2)cc1
-1.4% | C=CCOc1ccc(CNc2ccc(NC(=O)CC(C)C)cc2)cc1OC
-2.0% | CC1=NN(C(N)=S)C(=O)C1N=Nc1ccccc1C (stereo unspecified)
6.2% | CCOC(=O)CCC(NC(=O)CCCC(=O)NC(CCC(=O)OCC)C(=O)OCC)C(=O)OCC (stereo unspecified)
-13.3% | CCOc1cc2[nH]c(=O)n(CCCN3CCN(c4ccc(OC)cc4)CC3)c(=O)c2cc1OCC
-0.6% | Clc1cccc(N2CCN(c3nnnn3-c3ccccc3)CC2)c1
-6.5% | Cc1ccc(Oc2ncccc2C(=O)NC2CCSC2=O)cc1 (stereo unspecified)
-11.1%[57.5 µM] | Cn1c(=NC(=O)C2CCCCC2)sc2cc([N+](=O)[O-])ccc21
-2.2% | O=C(Nc1nnc(-c2ccco2)o1)C1CC1
-7.7% | COC(=O)c1cc(NC(=O)c2ccccc2)c(=O)oc1C
1.9% | NC1=NC(=O)C(Cc2ccccc2)S1 (stereo unspecified)
-0.7% | O=C(CN(c1ccc(Cl)cc1)S(=O)(=O)c1ccc(Cl)c([N+](=O)[O-])c1)NCCc1ccc(F)cc1
-5.9%[57.5 µM] | CSc1ccc(S(=O)(=O)NCCSc2ccccn2)cc1
7.8%[57.5 µM] | COc1ccc(C2CCCN2C(=S)Nc2cccc(C)c2C)cc1OC (stereo unspecified)
-0.4% | CCN(CC)S(=O)(=O)c1ccc(OC)c(NC(=S)Nc2cc(C)ccc2C)c1
2.8% | Cc1cccc(C(=O)NC(=O)Nc2c(C)cc(C)nc2C)c1
-5.4% | O=c1[nH][nH]c(-c2ccccc2)c1C=Nc1ccc(OC(F)(F)F)cc1
4.1% | Cc1c(NC(=O)COc2cccc3c2OC(C)(C)C3)c(=O)n(-c2ccccc2)n1C
6.9% | O=C(c1n[nH]c2ccccc12)N1CCCCC1
-6.2% | Cc1ccccc1-n1ccnc1SCC(=O)NCc1ccco1
-1.5% | Cc1cc(Cl)ccc1C(=O)C1CCCN(C(=O)c2cnsn2)C1 (stereo unspecified)
8.5% | COc1c(C)cc(S(=O)(=O)N2CCOCC2)c(C)c1C
3.1% | COc1ccccc1OCCC(=O)NCc1ccc2c(c1)OCO2
-20.2%[57.5 µM] | CC(C)(C)n1c(=O)[nH]c2c(c1=O)CCC2
2.2%[57.5 µM] | NS(=O)(=O)c1ccc(-c2ccc(/C=N/Nc3ccc(C(=O)O)cc3)o2)cc1
-3.2%[57.5 µM] | COc1c(C(CC(C)C)OC(C)=O)ccc2c1C(=O)OCc1cc(C)cc(O)c1O2 (stereo unspecified)
-10.3% | CC(C)CN1CC2(CCN(C(=O)c3cnccn3)CC2)C1
5.7%[57.5 µM] | Cc1noc(C)c1COc1cccc(C(=O)OC(C)C(=O)Nc2c(C)n(C)n(-c3ccccc3)c2=O)c1 (stereo unspecified)
1.7%[57.5 µM] | O=C(N/N=C/c1cccnc1)C1CCCCC1
6.7% | Cc1ccccc1Nc1sc(C(=O)Nc2cccc(Cl)c2)c(N)c1C(N)=O
-1.5% | Cc1onc(-c2c(F)cccc2Cl)c1C(=O)Nc1cccc(S(=O)(=O)NCc2ccco2)c1
-4.4% | CCN(CC)S(=O)(=O)c1cccc(C(=O)N[C@@H](C)c2nc3ccccc3[nH]2)c1
u | CN1/C(=C\C(=O)Nc2ccc(Br)cc2)C(C)(C)c2ccccc21
3.9% | Cc1ccccc1NC(=O)Cn1c([N+](=O)[O-])cnc1C
-3.0% | CCOc1[nH]n(-c2ccc(Cl)cc2)c(=O)c1C=NCC(=O)OC

Some values from the list.
`CC(C)CN1CC2(CCN(C(=O)c3cnccn3)CC2)C1` in ERK EGF block → -10.3%
`CCOc1[nH]n(-c2ccc(Cl)cc2)c(=O)c1C=NCC(=O)OC` in ERK EGF block → -3.0%

(continued)
ERK EGF block | SMILES
u | CN1CCN(c2ncc3nc(CCc4ccccc4)c(=O)n(Cc4cccs4)c3n2)CC1
1.0% | O=C(NCCc1c[nH]c2ccccc12)C(=O)NCC1CCCO1 (stereo unspecified)
-1.5% | O=C(NC1CCCCCC1)c1cccc(COCC(F)(F)F)c1
-9.0% | COC(=O)c1cc(=O)nc2sc3cc(OC)ccc3n12
u | CC1(C)CC(/C=C/c2ccccc2)=Nc2ccccc2N1
-8.7% | Cc1c(NC(=S)NC(=O)c2ccc(Br)o2)c(=O)n(-c2ccccc2)n1C
6.5% | COC(=O)C(CC(C)C)NC(=O)/C=C/c1ccccc1Cl (stereo unspecified)
2.1%[57.5 µM] | COCCCNC(=O)c1ccccc1C(F)(F)F
-5.8%[25.7 µM] | C[N+]1(C)CCC[C@@H](OC(=O)C(O)(c2ccccc2)c2ccccc2)C1
6.9% | COc1ccc(N2CCN(C(=S)Nc3ccc(S(N)(=O)=O)cc3)CC2)cc1
4.6%[57.5 µM] | O=C(NNS(=O)(=O)c1ccc(F)cc1)c1cnn(-c2ccccc2)c1C(F)(F)F
1.6% | CC1=C(C(=O)OC(C)C)C(c2ccc(C)o2)NC(=O)N1 (stereo unspecified)
0.0%[57.5 µM] | C#Cc1ccc([C@@H]2C=C(C(=O)N3CCN(Cc4ccccc4)CC3)O[C@H](OCC)[C@H]2CCCO)cc1
6.5% | O=C(COC(=O)c1cc(=O)c2ccccc2o1)NC1CCCCC1
0.9% | CS(=O)(=O)Nc1ccc(C2=NN(S(C)(=O)=O)C(c3ccc4c(c3)OCO4)C2)cc1 (stereo unspecified)
6.3% | O=C1OC(/C=C/c2ccc(Cl)cc2Cl)=NC/1=C\c1cccs1
-12.2% | CCOC(=O)C(=O)NNc1ccc(C)cc1
-6.3% | CCc1nnc(NC(=O)CSc2nc(SC)ns2)s1
1.8%[57.5 µM] | CC(=O)NCCc1c[nH]c2ccc(OCC(O)CNC(C)(C)C)cc12 (stereo unspecified)
3.4% | COc1ccc(N2CCN(C(CNC(=O)C(=O)NCC3CCCO3)c3ccco3)CC2)cc1 (stereo unspecified)
-8.8%[57.5 µM] | Cc1ccc(Cl)cc1NC(=O)N[C@@H](CC(C)C)C(=O)O
-5.0% | O=C(Nc1ccccc1Cl)c1ccccc1
-3.1% | ClC(Cl)(Cl)c1nc(N/N=C/c2ccncc2)c2ccccc2n1
1.8% | O=c1[nH]c(CCC2CCCC2)nc2ccccc12
22.2% | NC(=O)COC(=O)c1cccc(S(=O)(=O)N2CCN(c3ccccc3)CC2)c1
-11.8% | COc1ccccc1OCCN(C#N)c1nc(N(C)C)nc(N(C)C)n1
-0.3% | COc1ccc(NC(=O)Cn2c(CCC(=O)O)ccc2-c2ccc(C)cc2)cc1
-3.0% | COc1ccc(-c2coc3cc(OC4OC(CO)C(O)C(O)C4O)cc(O)c3c2=O)cc1 (stereo unspecified)
4.9% | CCOc1ccccc1NC(=O)C(Sc1nnnn1C)c1ccccc1 (stereo unspecified)
-5.0% | CN1CCN(C(=O)c2cc(Oc3c(F)c(F)c(F)c(F)c3F)cc(C(=O)N3CCN(C)CC3)c2)CC1
-4.7% | Cc1c(O)c2c(=O)n(-c3ccccc3)c(-c3ccccc3)cc2oc1=O
-9.4% | CC(NC(=O)C1c2ccccc2Oc2ccccc21)C1CCCO1 (stereo unspecified)
-6.7% | O=C(CSc1ccccc1)Nc1cc(S(=O)(=O)N2CCOCC2)ccc1N1CCOCC1
-14.0%[57.5 µM] | Cc1c(Cl)cccc1NC(=S)N/N=C/c1ccccc1Cl
9.3% | CCOC(=O)c1cnc2c(-c3ccc(Cl)cc3)cnn2c1C
1.0% | CC/C(O)=N\S(=O)(=O)c1ccc(N=NN(C)C)cc1
u | O=C1N=c2ccc(Br)cc2=C1c1sc(=S)n(NS(=O)(=O)c2ccccc2)c1O
3.1% | O=C1N/C(=C/c2ccc(Br)s2)C(=O)N1c1ccccc1

The list is partial (hit frequency here may not be typical).
